PAX8 inh HTS: PAX8 transcriptional activity inhibition; RMG-I TPO-luciferase reporter, SteadyGlo, 24 h; inhibition, % at 12.6 µM; hit rate 1.2% among 360,000;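 active means mean replicate inhibition at least 60% with every replicate also reaching 60%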;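 further: luciferase light reporting Pax8 driven TPO promoter activity; plate controls were median of neutral control wells for no effect and mitoxantrone controls for full effect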
PGC1a acetyl inh: PGC1a acetylation modulation, inhibitor mode; U2OS PGC1a acetylation, AlphaScreen anti-acetyl-lysine; with virally co-expressed GCN5 acetyltransferase; inhibition, % at 15.6 µM; hit rate 0.17% among 350,000;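 active means every replicate shows inhibition of at least 40%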;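 further: 0% = neutral control wells and 100% = positive control wells; some results beyond the cut were filed as inactive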
LGR2 inh: Drosophila LGR2 receptor signaling inhibition; HEK293 LGR2, CRE-luciferase, bursicon-stimulated, 4 h; inhibition, % at 9.99 µM; hit rate 0.35% among 380,000; AID 720647;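 active means drop in luminescence signal, shown as inhibition above about 50% in the replicate tests, limit read from the data, passing the limit was not always enough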;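 further: agonist challenge used bursicon conditioned medium at about half maximal strength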
FN deposition inh: fibronectin deposition inhibition; hit rate 0.086% among 350,000; AH1F fibroblasts, Alexa488-fibronectin deposition fluorescence, overnight; AID 743247; inhibition, % at 12.6 µM;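 active means mean inhibition across replicates of 30% or more, regardless of how many single replicates reach that level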;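 further: positive control wells lacked labelled fibronectin entirely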
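Assay system: AH1F fibroblasts assembling fluorescent fibronectin matrix; Amount: 10000 AH1F cells per well; Buffer or medium: DMEM, 2% serum; Probe or stimulus: Alexa488-fibronectin, 24 nM final in well; Doses: single compound dose, delivered by pin transfer; Incubation: 1 h adhesion, overnight exposure; Measured by: fluorescence 485/525 nm; Read-out: fibronectin deposition inhibition.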
Casp6 inh: blocks human caspase-6 cleavage activity | P55212 | purified caspase-6, Z-VEID-R110 cleavage fluorescence | inhibition, % at 12.5 µM | hit rate 0.53% among 350,000;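 active means mean inhibition across replicates at least about 35%, with every replicate also reaching that limit, limit read from the data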;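 further: 0% = median of neutral control wells and 100% = no fluorescence left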
Target sequence (P55212 24-179 limits assumed): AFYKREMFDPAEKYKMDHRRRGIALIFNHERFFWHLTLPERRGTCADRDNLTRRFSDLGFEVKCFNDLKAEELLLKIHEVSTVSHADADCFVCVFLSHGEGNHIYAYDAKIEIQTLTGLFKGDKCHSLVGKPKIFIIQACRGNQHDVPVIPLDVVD
Target sequence (P55212 194-293 limits assumed): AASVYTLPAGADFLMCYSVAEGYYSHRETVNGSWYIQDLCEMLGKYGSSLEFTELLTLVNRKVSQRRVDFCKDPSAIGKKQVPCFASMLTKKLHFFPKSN
EWS-Fli block: inhibitors of EWS/Fli oncoprotein transcriptional activity; A673 NR0B1-luciferase reporter, viability-normalised; inhibition, % at 12.6 µM; hit rate 0.67% among 350,000; AID 651661;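 active means mean inhibition of at least 50% after viability correction, with every replicate also passing that limit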;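 further: firefly luciferase signal divided by Alamar Blue viability fluorescence both relative to DMSO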
Cneo AK release: Cryptococcus neoformans lysis via adenylate kinase release; C. neoformans lysis, adenylate kinase release luminescence, 4 h; normalised: neutral wells 0, clomiphene wells 100; lysis activity, % at 15 µM; hit rate 0.2% among 360,000;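 active means mean lysis activity across replicates of at least 80%, whatever share of replicates individually reach that level; inactive means mean lysis activity below 80%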
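Material: C. neoformans cells; Schedule: 4 h static compound exposure, 37 °C, read 1 h post-reagent; Measured by: adenylate kinase release luminescence; Read-out: signal increase indicating cell lysis; Controls: Clomiphene as positive lysis control.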
miR122 inh: miR-122 inhibition in Huh7 cells. Huh7 miR-122 Renilla luciferase sensor, 48 h; neutral wells = 0, positive control = 100. hit rate 0.3% among 340,000. activation (reporter increase), % at 12.5 µM;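 active means mean replicate activation score at least 90 and every replicate individually at or above 90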;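 further: higher luciferase means less miR-122 activity so hits act as miR-122 inhibitors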
* marks the source's active call; other numbers are inactive results; . = no result given; [ ] = another dose, or the depositor's remark.

Order of results – PAX8 inh HTS | PGC1a acetyl inh | LGR2 inh | FN deposition inh | Casp6 inh | EWS-Fli block | Cneo AK release | miR122 inh
- CN(CC(=O)Nc1c(Cl)cccc1Cl)C(=O)CCC(=O)c1ccccc1
  -27 | -3 | 3 | 1 | 29 | 0 | . | 1
- N#Cc1c(-c2ccccc2)cc2nc3ccccc3n2c1N
  -31 | . | -28 | 1 | 3 | -34 | . | .
- COc1ccc(C#Cc2cnc3c(c2)C(=O)N([C@H](C)CO)C[C@H](C)[C@H](CN(C)S(C)(=O)=O)O3)cc1OC
  . | 4 | 4 | 13 | 4 | -11 | -11 | 24[16.7 µM]
- CC(C)OC(=O)NCCOC(=O)Nc1ccc(Cl)cc1
  -1 | . | -22 | -3 | 0 | 8 | . | .
- COc1ccccc1NC(=O)c1cc(C)nc2ccccc12
  5 | -5 | -8 | -1 | 2 | 3 | 1 | 14
- CC(=O)Nc1ccc(C(=O)OCC(=O)NCCC2=CCCCC2)cc1
  -7 | . | 13 | -6 | 0 | 4 | 1 | -4
- CCN(CC)CCCNc1nc2ccccc2c2nc(-c3ccncc3)nn12
  7 | 4 | -13 | -1 | -12 | 18 | -1 | -14
- N[C@@H](Cc1ccccc1)C(=O)N1CCC(C(=O)NCC(=O)NCC(=O)O)CC1
  6 | . | 30 | 6 | -14 | 15 | 3 | 7
- CC(=O)Nc1ccc(OC(=O)c2cc3cc(Br)cc(Br)c3oc2=O)cc1
  . | . | 7 | 1 | 5 | 1 | . | .
- CCCNC(=O)N[C@@H]1C=C[C@@H](CC(=O)N2CCN(C)CC2)O[C@@H]1CO
  1 | -4 | 1 | -1 | 0 | -1 | -5 | .
- C[C@]1(OC(=O)/C=C/c2ccccc2)C[C@@H](O)[C@]2(O)C=CO[C@@H](O[C@@H]3O[C@H](CO)[C@@H](O)[C@H](O)[C@H]3O)[C@@H]21
  -6 | 1 | . | -6 | 11 | 0 | 1 | 2
- CCC(=O)Nc1nnc(SCC(=O)NCCc2ccc(OC)c(OC)c2)s1
  -14 | . | 3 | -6 | -1 | 6 | . | .
- COc1ccc(-c2ccc3n(c2=O)C[C@@H]2[C@@H](CO)[C@H](C(=O)N(C)C)[C@H]3N2Cc2cccnc2)cc1
  -1 | . | -10 | . | -1 | -1 | 4 | -1[16.7 µM]
- O=C(Cc1ccccc1F)Nc1ccccc1N1CCCC1
  6 | -5 | -18 | 2 | 3 | . | -2 | 4
- NS(=O)(=O)c1ccc(NC(NC(=O)c2cccnc2)C(Cl)(Cl)Cl)cc1 (centres undefined)
  0 | 0 | 9 | 3 | 11 | 11 | 0 | 1
- COc1ccc([Si](C)(C)[C@@H]2[C@@H](CCn3cc([C@H](O)c4ccccc4)nn3)O[C@]3(C(=O)N(c4ccccc4)c4ccccc43)[C@H]2C)cc1
  21 | 7 | . | . | -2 | -3 | 5 | .
- C[C@@H]1CN([C@H](C)CO)C(=O)c2cc(NC(=O)CCC(F)(F)F)ccc2O[C@H]1CN(C)C(=O)Nc1ccccc1
  -4 | -4 | 0 | -4 | 0 | 11 | 1 | 0[16.7 µM]
- Cc1noc(C)c1NC(=O)N(C)C[C@H]1Oc2c(NS(=O)(=O)c3ccccc3)cccc2C(=O)N([C@@H](C)CO)C[C@H]1C
  9 | -2 | 12 | . | -1 | -6 | -59 | -3[16.7 µM]
- COc1ccc(OC)c(NC(=O)C2CCCN(S(=O)(=O)c3ccc(-n4cnnn4)cc3)C2)c1 (centres undefined)
  9 | . | -5 | 6 | 2 | 5 | 1 | 2
- COc1cccc(-c2cc3nc(NCc4ccc5occc5c4)n(C)c(=O)c3s2)c1
  -27 | 22 | -93 | -8 | 0 | -35 | -4 | 8
- COc1cccc(C(=O)N[C@H](C(=O)N2CCC[C@H]2C(=O)NC2CCCC2)c2ccccc2)c1
  -3 | . | -18 | 1 | -2 | -10 | . | .
- O=C(c1ccccc1Cl)N1CCN(c2ncccn2)CC1
  2 | 7 | . | 6 | -1 | 2 | -1 | -4
- O=C(Nc1ccc2c(c1)OCO2)c1sc2cc(Cl)ccc2c1Cl
  -2 | -9 | -42 | -3 | . | . | 3 | -15
- Cc1onc(-c2ccccc2Cl)c1C(=O)N1CCN(C=O)CC1
  4 | . | 7 | -3 | 4 | . | 15 | -1
- CO[C@@H]1CN(C)C(=O)c2cc(NC(C)=O)ccc2OC[C@@H](C)N(Cc2nccs2)C[C@@H]1C
  . | 1 | -8 | 3 | -3 | -4 | -1 | 8[16.7 µM]
- CCN1CCN(CCC(=O)Nc2ccccc2)CC1
  -3 | 2 | -5 | 1 | -13 | 3 | 4 | 0
- CCOC(=O)CN1CC23C=CC(O2)C(C(=O)NCCc2ccccc2)C3C1=O (centres undefined)
  -7 | -2 | 6 | -5 | -5 | -3 | 0 | -4
- C[C@H](NC(=O)C[C@H]1C=C[C@H](NC(=O)C2CCOCC2)[C@H](CO)O1)c1ccccc1
  -4 | 2 | 4 | . | 8 | -4 | -1 | .
- O=C(NN1C(=O)/C(=C/c2ccc(O)cc2)SC1=S)c1ccccc1O
  15 | . | -6 | 6 | 13 | 9 | -1 | -13
- CCCN(C)C[C@H]1Oc2ncc(-c3cccc(C(=O)N(C)C)c3)cc2C(=O)N([C@H](C)CO)C[C@@H]1C
  . | 0 | -17 | -3 | -1 | -3 | -2 | -4[16.7 µM]

Reprinted from above, 5 compounds:
Order of results – PAX8 inh HTS | PGC1a acetyl inh | LGR2 inh | FN deposition inh | Casp6 inh | EWS-Fli block | Cneo AK release | miR122 inh
- NS(=O)(=O)c1ccc(NC(NC(=O)c2cccnc2)C(Cl)(Cl)Cl)cc1 (centres undefined)
  0 | 0 | 9 | 3 | 11 | 11 | 0 | 1
- COc1ccc([Si](C)(C)[C@@H]2[C@@H](CCn3cc([C@H](O)c4ccccc4)nn3)O[C@]3(C(=O)N(c4ccccc4)c4ccccc43)[C@H]2C)cc1
  21 | 7 | . | . | -2 | -3 | 5 | .
- C[C@@H]1CN([C@H](C)CO)C(=O)c2cc(NC(=O)CCC(F)(F)F)ccc2O[C@H]1CN(C)C(=O)Nc1ccccc1
  -4 | -4 | 0 | -4 | 0 | 11 | 1 | 0[16.7 µM]
- Cc1noc(C)c1NC(=O)N(C)C[C@H]1Oc2c(NS(=O)(=O)c3ccccc3)cccc2C(=O)N([C@@H](C)CO)C[C@H]1C
  9 | -2 | 12 | . | -1 | -6 | -59 | -3[16.7 µM]
- COc1ccc(OC)c(NC(=O)C2CCCN(S(=O)(=O)c3ccc(-n4cnnn4)cc3)C2)c1 (centres undefined)
  9 | . | -5 | 6 | 2 | 5 | 1 | 2

Continuation:
Order of results – PAX8 inh HTS | PGC1a acetyl inh | LGR2 inh | FN deposition inh | Casp6 inh | EWS-Fli block | Cneo AK release | miR122 inh
- CC(=O)N1c2ccc(S(=O)(=O)N3CCC(C(=O)NCc4ccccc4)CC3)cc2CC1C (centres undefined)
  17 | -12 | -12 | 12 | -2 | . | -1 | -5
- CC(=O)N1CCCc2cc(S(=O)(=O)N(C)CC(=O)Nc3ccccc3)ccc21
  . | -8 | 0 | 0 | 0 | 2 | 2 | .
- COCC(=O)N(C)C[C@H]1Oc2ncc(-c3ccc(C)cc3)cc2C(=O)N([C@H](C)CO)C[C@H]1C
  . | -1 | -7 | 4 | -1 | -16 | 0 | -5[16.7 µM]
- CC[C@]12c3[nH]c4cc(CCC(=O)N(C)C)ccc4c3CCN1C(=O)[C@@H](CC(=O)NCc1ccco1)C[C@@H]2C(=O)N1CCN(C(=O)c2ccco2)CC1
  -6 | -7 | -11 | -9 | 2 | 6 | 0 | -5
- C/C=C/c1ccc([C@@H]2[C@@H](CO)N(C(C)=O)[C@H]2CN(C)C(=O)c2ccccn2)cc1
  -15 | -3 | -2 | -9 | 0 | 10 | 0 | 0[16.7 µM]
- COCCn1c(SCC(=O)NCc2ccccc2)nnc1-c1ccco1
  11 | -10 | . | -5 | . | . | 0 | 11
- O=C(c1ccccc1)C1CCN(C(=O)c2cccs2)CC1
  21 | . | -10 | -4 | 0 | -1 | . | .
- O=C(CNC(=O)c1ccc2c(c1)OCCO2)N/N=C/c1ccc(Cl)cc1
  9 | . | 17 | 6 | 1 | 5 | . | .
- COc1cc(C(=O)Nc2nnc(C3=COCCO3)o2)cc(OC)c1OC
  . | 0 | -3 | 7 | 2 | 2 | 0 | -1
- CN(C(=O)c1ccc2c(c1)OCO2)C1(C(=O)NC2CCCC2)CCCCC1
  -18 | 3 | . | 13 | . | . | 3 | -2
- O=C(Nc1ccccc1N1CCCCC1)c1ncoc1-c1cccc(F)c1
  31 | 5 | -2 | -5 | -2 | 12 | 4 | 25
- COc1ccc2ccc(O)c(CN3CCN(S(=O)(=O)c4cc([N+](=O)[O-])ccc4C)CC3)c2c1
  13 | 5 | -3 | -3 | 0 | 8 | 0 | -6
- COc1cc(S(=O)(=O)N2CCN(C(=O)c3cccs3)CC2)ccc1NC(C)=O
  -2 | . | -4 | . | 6 | 2 | 0 | -5
- O=C(O)CC(CC(=O)Nc1ccc(C(=O)O)cc1)c1ccccc1 (centres undefined)
  -20 | 1 | -1 | 17 | -2 | -3 | 1 | -3
- O=C(Nc1cccc(Oc2ccccc2)c1)C1Cc2c(-c3ccccc3)ccnc2O1 (centres undefined)
  -2 | . | -7 | 11 | -1 | -4 | 1 | 1
- COc1cccc(C(=O)OCCN2CCOCC2)c1
  -1 | . | 19 | -2 | 7 | 0 | . | .
- O=C(NCCCN1CCCC1=O)C(=O)NCC1OCCN1S(=O)(=O)c1ccc(Br)cc1 (centres undefined)
  -15 | -7 | 2 | -10 | -3 | -8 | 3 | -1
- COc1ccc(NC(=O)C2CCCNC2=O)cc1 (centres undefined)
  -6 | 9 | 6 | 5 | 1 | -3 | 0 | -15
- CC1Sc2ccc(S(=O)(=O)CCC(=O)N(C)Cc3ccco3)cc2NC1=O (centres undefined)
  18 | -3 | -4 | 0 | 3 | . | -1 | -11
- O=C(Nc1ccc2c(c1)[C@H]1C[C@H](CC(=O)N3CCc4ccccc4C3)O[C@H](CO)[C@H]1O2)C1CCC1
  18 | -10 | 7 | 11 | 0 | -4 | 0 | -4[16.7 µM]
- CCC(=O)Nc1ccc2nc(SCC(=O)N3CCOCC3)sc2c1
  -11 | . | -2 | 0 | 1 | -5 | . | .
- CO/N=C/NC(=O)c1c(OC)ccnc1Oc1ccc(Cl)cc1
  . | -2 | . | 4 | . | . | 0 | -11
- Cc1cc(F)ccc1N1CCC(N2CCN(CCC(C)C)C(CCO)C2)CC1 (centres undefined)
  12 | -12 | 3 | . | 0 | 7 | . | .
- CCC(C)(C)n1nnnc1C(c1ccc(O)cc1)N1CCc2ccccc2C1 (centres undefined)
  9 | -9 | 10 | 1 | 2 | 12 | 0 | -8

Individual results from the entries so far.
CO/N=C/NC(=O)c1c(OC)ccnc1Oc1ccc(Cl)cc1 @ FN deposition inh: 4
CCC(=O)Nc1ccc2nc(SCC(=O)N3CCOCC3)sc2c1 @ PAX8 inh HTS: -11
CCC(C)(C)n1nnnc1C(c1ccc(O)cc1)N1CCc2ccccc2C1 (centres undefined) @ PAX8 inh HTS: 9

From PubChem BioAssay
